Compound activity from PubChem.
HCV NS3 hel inh: inhibitors of HCV NS3 helicase, primary screen, biochemical, Cy5 molecular beacon fluorescence; Hepatitis C virus NS3 helicase; NS3 helicase DNA unwinding; inhibition, % at 10.9 µM; 0.56% of 290,000 active;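 active means inhibition above the mean of all tested compounds plus 3 SD, set per campaign, cut at about 35% in these data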;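 further: 0% = DMSO wells and 100% = thioflavine S control wells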
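Measured by: Cy5 fluorescence, 0 and 60 min reads / Assay system: NS3 helicase fragment of HCV / Control set: low DMSO, high thioflavine S at 110 µM / Times: 1 h reaction at 25 °C, ATP-initiated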
MEKK2mut PB1 HTS: MEK5 binding signal on mutant MEKK2 PB1, primary screen, biochemical, multiplex bead flow cytometry, Alexa488-MEK5; Alexa488-MEK5 binding to MEKK2 mutant; percent response, % at 10 µM; 0.35% of 290,000 active; in the data active means percent response above about 24%, passing the limit was not always enough; further: inactives centre near 1; some results filed as inactive read as strong as hits
VIM-2 inh: VIM-2 metallo-beta-lactamase inhibitors, primary screen, biochemical, epi-absorbance readout, Pseudomonas aeruginosa enzyme; purified VIM-2, nitrocefin hydrolysis, epi-absorbance fluorescence; inhibition, % at 5.6 µM; 0.89% of 290,000 active;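 active means inhibition above the mean of all tested compounds plus 3 SD, cutoff set per screening run, cut at about 7.5% in these data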;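 further: red hydrolysis product quenches plate fluorescence so inhibitors raise well fluorescence; 0% = enzyme with DMSO and 100% = DMSO without enzyme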
DNA FID counter: compounds displacing fluorescent DNA intercalator, primary screen, artefact control for HCV NS3 helicase inhibitor project, biochemical, FID fluorescence | DNA fluorescent intercalator displacement | inhibition, % at 7.9 µM | 0.17% of 290,000 active | AID 1845, 2009; in the data active means inhibition above about 37%;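 further: 0% = vehicle and 100% = reference compound; higher means more ethidium bromide displaced from hairpin DNA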
IMP-1 inh: IMP-1 metallo-beta-lactamase inhibitors, primary screen, biochemical, epi-absorbance readout, Pseudomonas aeruginosa enzyme | metallo-beta-lactamase IMP-1 (Pseudomonas aeruginosa) | purified IMP-1, nitrocefin hydrolysis, epi-absorbance fluorescence | inhibition, % at 5.6 µM | AID 1556, 2009 | 0.45% of 290,000 active;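 active means inhibition above the mean plus 3 SD of all compounds in the same screening run, cut at about 4.5% in these data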;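 further: 0% = IMP-1 with DMSO and 100% = DMSO wells lacking enzyme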
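system = purified recombinant IMP-1 beta-lactamase | amount = 0.2 nM IMP-1, as dispensed | medium = HEPES buffer pH 7.1 with ZnSO4 and Brij 35 | times = 25 °C, 15 min preincubation, 25 min reaction | detection = plate fluorescence quenching by hydrolysis product, ex 480/em 530 nm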
NALP1 yeast inh: NALP1 inflammasome inhibitors in reconstituted yeast, colorimetric, S. cerevisiae, triplicate retest; 0.61% of 280,000 active; S. cerevisiae NALP1/ASC/caspase-1 growth, X-gal OD620, 72 h; inhibition, % at 10 µM; in the data active means inhibition mostly above about 24%, no sharp cut-off; inactive means mostly below about 32%; further: some compounds called inactive have numbers as strong as hits
UBC9 SUMO inh: inhibitors of in vitro SUMOylation cascade, primary screen, biochemical, HTRF, uHTS; SUMO-conjugating enzyme UBC9 (Homo sapiens), P63279; 0.36% of 290,000 active; HTRF SUMOylation assay, SAE1/SAE2 + UBC9; inhibition, % at 35 µM; in the data active means inhibition above about 50%, passing the limit was not always enough; inconclusive means no clear call, values can overlap the other calls; further: strong numbers were not always called active
Target sequence (P63279 whole entry, looked up): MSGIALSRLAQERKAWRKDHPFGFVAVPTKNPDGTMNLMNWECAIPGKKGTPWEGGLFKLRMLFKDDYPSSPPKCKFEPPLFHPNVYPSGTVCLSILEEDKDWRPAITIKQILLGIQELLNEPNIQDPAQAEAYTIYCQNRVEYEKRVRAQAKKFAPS
M18AAP inhibitor: PfM18AAP inhibitors, malaria aminopeptidase, primary screen, biochemical, QFRET, recombinant enzyme. 1.2% of 290,000 active. AID 1822, 2009. M18 aspartyl aminopeptidase (Plasmodium falciparum 3D7). inhibition, % at 7.35 µM. H-Glu-NHMec fluorogenic cleavage;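 active means inhibition above the campaign mean inhibition over all tested compounds plus 3 SD, cut at about 28% in these data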;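 further: 0% = plate median of test compound wells and 100% = 2 mM ZnCl2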
MEKK2wt PB1 HTS: modulators of MEK5 binding to wildtype MEKK2, primary screen, biochemical, multiplex bead flow cytometry, Alexa488-MEK5; Mitogen-activated protein kinase kinase kinase 2 (Homo sapiens), Q9Y2U5; Alexa488-MEK5 binding to MEKK2 WT; actives lie on both sides; binding response (% of control), % at 10 µM; 1.1% of 290,000 active; AID 1531, 2009; in the data active means binding response below about 67% or above about 130%; inconclusive means no clear call, values can overlap the other calls; inactive means in between
* marks the source's active call; other numbers are inactive results; ? = inconclusive; / = not tested or not shown.

SMILES | HCV NS3 hel inh | MEKK2mut PB1 HTS | VIM-2 inh | DNA FID counter | IMP-1 inh | NALP1 yeast inh | UBC9 SUMO inh | M18AAP inhibitor | MEKK2wt PB1 HTS
COc1cccc(/C=C2\SC(=S)N(C(C(=O)O)c3ccccc3)C2=O)c1OC (stereo not drawn) | 4 | 1 | 32* | -13 | 1.3 | -10 | 20 | 17 | -4.0*
CSc1ccccc1NC(=O)Cn1c([N+](=O)[O-])cnc1C | 2 | 7 | -3.8 | -2 | -3.0 | -6 | 6 | 0 | 103
CC(C)C[C@H](NC(=O)[C@@H]1O[C@H]1C(=O)O)C(=O)NCCCCN=C(N)N | 1 | 5 | -6.4 | -2 | -3.9 | 18 | -15 | 0 | 102
CCOC(=O)CSc1nc(N)nc(C)c1Cl | -11 | -9 | -2.9 | -2 | -4.0 | 2 | 20 | 1 | 89
Cc1nc2sc(C(c3cccc(F)c3)N3CCCC(C)C3)c(O)n2n1 (stereo not drawn) | -1 | 2 | -0.9 | -26 | -0.2 | 0 | 2 | -2 | 102
COc1cc(Cl)c(C)cc1NC(=O)CSc1ccccc1 | -9 | -2 | -1.2 | -16 | -2.6 | 33 | -14 | -6 | 94
O=C(NCCCN1CCOCC1)c1ccc2nc(Cc3cccc(Cl)c3)oc2c1 | -49 | 7 | -0.1 | 16 | -2.6 | 0 | 1 | 2 | 110
CC(=O)N1CCN(Cc2nc3cc(Cl)ccc3c(=O)[nH]2)CC1 | -9 | -6 | -4.0 | 5 | -2.7 | -21 | 9 | -6 | 90
CC(C)[C@@H](COc1ccccc1)N1CCN(Cc2ccccc2)CCC1=O | -2 | -1 | 1.3 | -21 | -3.7 | 19 | 9 | 0 | 98
O=C(Nc1ccc(F)cc1F)c1cc(-c2ccco2)nc2ccccc12 | 12 | -2 | -3.2 | -23 | -1.8 | -3 | 17 | -48 | 100
COC(=O)c1ccccc1NC(=O)CSc1nc(O)cc(=O)n1C1CCCC1 | 8 | 1 | -2.8 | -4 | -3.3 | 6 | 4 | 1 | 103
COc1ccc(-c2[nH]ncc2CNC(C)CCn2cccn2)cc1F (stereo not drawn) | -4 | -9 | 0.2 | 6 | -1.9 | -2 | -8 | -5 | 101
Cc1nnc(Nc2ccc(F)cc2)c2ccccc12 | -3 | 12 | -1.6 | -3 | -1.8 | 11 | 1 | 0 | 110
CCS(=O)(=O)Nc1cccc(C2=NN(C(=O)c3ccco3)C(c3ccco3)C2)c1 (stereo not drawn) | 11 | 3 | 2.4 | -18 | -1.0 | -4 | 8 | 8 | 101
CCS(=O)(=O)n1nc(-c2cccnc2)nc1NCc1ccc(F)cc1 | -7 | 0 | 0.4 | -14 | -1.9 | 8 | 1 | -2 | 102
Nc1nnc(CC(=O)N/N=C/c2ccc(-c3cccc(C(=O)O)c3)o2)s1 | 3 | -9 | -3.5 | -7 | -4.7 | / | 8 | 27 | 92
Cc1ccc(NC(=O)c2c([N+](=O)[O-])c(C(C)(C)C)nn2C)c(C)c1 | -6 | 1 | -0.9 | -8 | -2.4 | 17 | 1 | -2 | 109
C/C(=N\NC(N)=S)C1=CCC2C3CC[C@H]4CC(O)CC[C@]4(C)C3CC[C@]12C (stereo partly drawn) | 20 | 9 | -4.5 | -31 | -4.3 | -3 | 28 | 24 | 106
Cc1cc(CNC(=O)CC2C(=O)NCCN2CC(C)(C)C)nn1C (stereo not drawn) | -6 | 5 | -4.0 | -4 | -3.2 | -6 | -4 | -8 | 98
CSc1nsc(SCC(=O)Nc2cccc(NC(C)=O)c2)n1 | 1 | -6 | -1.3 | -7 | -3.6 | 7 | 3 | 0 | 94
O=[N+]([O-])c1ccc(-c2ccc(/C=N/c3c(-c4ccco4)nc4ccccn34)o2)c(Cl)c1 | 17 | / | 3.9 | 2 | -0.5 | 37 | 12 | 22 | /
CCN=C1SC(C(=O)NCCc2ccccc2)CC(=O)N1CC (stereo not drawn) | -3 | 1 | -0.9 | -7 | -0.9 | 21 | 20 | -24 | 101
O=C(Cc1ccccc1)Nc1nc(-c2cccs2)cs1 | 3 | 8 | -2.7 | 9 | -3.9 | 17 | -18 | 9 | 108
Cc1nnc2sc(SCc3ccccc3)nn2c1=O | 32 | -1 | 3.7 | -5 | 1.4 | 18 | 7 | -3 | 97
Cc1ccc(NC(=O)C2CCCN(S(=O)(=O)c3ccc4[nH]c(=O)ccc4c3)C2)nc1 (stereo not drawn) | 5 | 7 | -1.8 | -24 | -4.0 | -2 | 12 | -2 | 102
CCNC(=S)N1CCN(C(=O)C(Cc2ccccc2)NC(C)=O)CC1 (stereo not drawn) | 11 | 2 | -2.4 | -8 | -2.1 | 6 | 22 | -2 | 103
Cc1ccc(C(=O)CSc2nnc(Cn3nnc4ccccc43)n2C)cc1 | 4 | -1 | -2.2 | -19 | -2.4 | 5 | 7 | 4 | 93
CCCCOc1ccc(C(=O)N2CCNC(=O)C2)cc1 | 14 | -4 | -1.0 | -8 | -1.4 | 17 | -9 | 0 | 96
CCn1cc(NC(=O)Nc2ccc(OC)c(OC)c2)c(C(N)=O)n1 | -3 | 1 | -0.1 | 2 | -7.7 | -79 | 12 | 4 | 107
CCOC(=O)Cn1nc(C)n(-c2ccc(C(C)(C)C)cc2)c1=O | -1 | 1 | 0.0 | -16 | -2.3 | 12 | 8 | -15 | 100
CCCCN(C)CCn1c(=S)[nH]c2ncccc2c1=O | 1 | -2 | -6.0 | -2 | -2.7 | 3 | 15 | -13 | 100
Cc1[nH]nc2ncc(C(=O)c3cc(Cl)cc(Cl)c3O)cc12 | 4 | -42 | -2.2 | -3 | -4.6 | -4 | 26 | 11 | ?
O=C(N/N=C/c1ccc(N2CCOCC2)o1)c1cccc([N+](=O)[O-])c1 | 20 | -1 | -2.2 | -15 | -0.3 | 21 | -13 | 23 | 93
CCOc1ccccc1N(CC)C(=O)Cn1ncc2c(=O)oc3ccccc3c21 | -11 | 8 | -0.5 | -22 | -1.5 | 20 | 14 | -10 | 111
O=C(NN1CC(C(=O)OCc2ccc(Br)cc2)CC1=O)c1ccccc1 (stereo not drawn) | -3 | 2 | -1.2 | -42 | -1.4 | 0 | -3 | 1 | 109
CCSc1nc2sc3c(c2c(=O)[nH]1)CC(C)(CC)OC3 (stereo not drawn) | 0 | 3 | -0.2 | -5 | -0.5 | 0 | 28 | -4 | 104
COC(=O)c1cc(Br)ccc1-c1ccc(/C=N/n2nnnc2N)o1 | 10 | 1 | -2.9 | -6 | -4.5 | -7 | 13 | 6 | 98
N#Cc1c(Nc2ccccc2)sc(C(=O)c2ccccc2)c1N | -8 | -8 | -1.3 | 2 | -1.8 | 26 | -2 | 0 | 92
Cc1cc2occ(CC(=O)NC3=NCCS3)c2cc1C(C)C | 8 | 11 | -3.2 | 0 | -3.6 | 27 | -1 | -10 | 106
CCC(C(=O)NC(C)(C)C)N(C(=O)Cn1nnc(-c2ccccc2F)n1)c1cccc2c1CCCC2 (stereo not drawn) | 10 | -2 | -4.2 | -5 | -2.3 | 4 | -2 | 5 | 95
Cc1c(OC(C)C(=O)N2C[C@H]3C[C@@H](C2)c2cccc(=O)n2C3)ccc2c3c(c(=O)oc12)CCC3 (stereo partly drawn) | -9 | -1 | 5.6 | -31 | -1.4 | 0 | 12 | 1 | 101
O=Cc1c(OCc2ccccc2)ccc2ccccc12 | -4 | 4 | -2.3 | 5 | -3.3 | 9 | -10 | 3 | 108
COc1ccccc1N1CCN(C(=O)c2sc3nc(C)nc(N4CCN(c5ccccn5)CC4)c3c2C)CC1 | -20 | 2 | 0.3 | -49 | -1.4 | 11 | 13 | -5 | 98
Cn1c(Oc2ccc(F)cc2)c(C=O)c2ccccc21 | 3 | 0 | -2.0 | -1 | -2.3 | 24 | 3 | -5 | 111
COc1ccc2cc3[n+](cc2c1OC)CCc1cc2c(cc1-3)OCO2 | 2 | 3 | -2.5 | 0 | -3.1 | 12 | 12 | 5 | 101

Reformatted with tabs: part of the list above.
SMILES	HCV NS3 hel inh	MEKK2mut PB1 HTS	VIM-2 inh	DNA FID counter	IMP-1 inh	NALP1 yeast inh	UBC9 SUMO inh	M18AAP inhibitor	MEKK2wt PB1 HTS
Cn1c(Oc2ccc(F)cc2)c(C=O)c2ccccc21	3	0	-2.0	-1	-2.3	24	3	-5	111
Cc1[nH]nc2ncc(C(=O)c3cc(Cl)cc(Cl)c3O)cc12	4	-42	-2.2	-3	-4.6	-4	26	11	?
CCSc1nc2sc3c(c2c(=O)[nH]1)CC(C)(CC)OC3 (stereo not drawn)	0	3	-0.2	-5	-0.5	0	28	-4	104

Following part.
SMILES | HCV NS3 hel inh | MEKK2mut PB1 HTS | VIM-2 inh | DNA FID counter | IMP-1 inh | NALP1 yeast inh | UBC9 SUMO inh | M18AAP inhibitor | MEKK2wt PB1 HTS
CCCN1C2CCCC1CC(NC(=O)NC13CC4CC(CC(C4)C1)C3)C2 (stereo not drawn) | -13 | 0 | 3.2 | 15 | -1.2 | 14 | -19 | 6 | 103
O=C(Nc1ccc(S(=O)(=O)N2CCCCC2c2cccnc2)cc1)c1c(F)cccc1F (stereo not drawn) | -1 | / | -4.1 | -23 | -1.3 | 5 | 8 | -3 | /
Cc1cc(NC(=O)CN2CCN(c3ccc(O)cc3)CC2)no1 | 12 | 0 | -2.7 | -7 | -0.4 | -1 | -28 | 35* | 89
CCCCN(C)C(=S)Nc1ccc(Oc2ccccc2)cc1 | -5 | -3 | -2.1 | 6 | -0.9 | 29 | 9 | -1 | 99
O=C(Nc1ccc(Cl)cc1)Nc1nnc(CSCc2ccccc2)s1 | 5 | 29 | -2.7 | 1 | -1.5 | 29 | 38 | -1 | 113
Cc1ccccc1NC(=O)CCCCCN1C(=O)[C@@H]2Cc3ccccc3CN2C1=O | -3 | 1 | -4.4 | -46 | -2.7 | 5 | 13 | -13 | 93
O=[N+]([O-])c1ccccc1N/N=C/c1ccccc1 | -3 | 9 | -0.8 | -1 | -0.4 | 6 | 8 | -1 | 111
CCOc1cc(-c2noc(N)c2C#N)cc(OCC)c1OCC | -9 | / | -1.0 | -15 | -1.6 | 5 | 14 | 0 | /
CCCc1cc(=O)oc2cc(C)cc(OCC(=O)NCCN3CCOCC3)c12 | -4 | 0 | -0.8 | 4 | -2.8 | 18 | 15 | -6 | 101
COc1ccccc1-n1c(SCC(=O)N2CCCCC2)nc(O)c(Cc2ccccc2)c1=O | -1 | 3 | -1.5 | -38 | -0.8 | -31 | -14 | -4 | 106
O=C(NCCSc1ccccc1)c1cccnc1 | 3 | 3 | -1.3 | 1 | -1.9 | 9 | 16 | 13 | 102
